Compound activity (PubChem)
CCR6 antagonist: antagonists of human CCR6 receptor | CHO-K1 CCR6 PathHunter beta-arrestin, luminescence, CCL20-stimulated | inhibition, % at 20 µM | actives 0.49% (n = 340,000) | AID 493098;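 active = compounds whose inhibition of the agonist-driven luminescence signal at 20 µM reaches about 50%, limit read from the data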;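 note: cells stimulated with CCL20 at 14 nM final; plate controls were DMSO with CCL20 for no effect and DMSO without agonist for full effect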
Target sequence (P51684 whole entry, looked up): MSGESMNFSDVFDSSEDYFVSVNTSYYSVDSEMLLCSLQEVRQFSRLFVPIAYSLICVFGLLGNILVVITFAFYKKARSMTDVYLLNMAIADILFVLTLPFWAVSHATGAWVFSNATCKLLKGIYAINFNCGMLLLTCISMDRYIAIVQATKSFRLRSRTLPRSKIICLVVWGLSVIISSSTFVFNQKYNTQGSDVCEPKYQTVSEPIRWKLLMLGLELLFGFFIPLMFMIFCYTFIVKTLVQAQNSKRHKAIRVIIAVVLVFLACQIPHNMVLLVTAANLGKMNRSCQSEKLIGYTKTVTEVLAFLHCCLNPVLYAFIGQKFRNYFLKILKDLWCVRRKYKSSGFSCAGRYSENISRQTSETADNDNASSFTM
UBC13 inh: blocks human UBC13 polyubiquitin chain formation; actives 0.47% (n = 330,000); P61088; TR-FRET; inhibition, % at 20 µM; in the data active = inhibition above about 45%, passing the limit was not always enough; inconclusive = no clear call, values can overlap the other calls
EBI2 antag: antagonists of human EBI2 receptor. actives 0.81% (n = 360,000). inhibition, % at 5 µM. EBI2 beta-arrestin recruitment, luminescence, 7a,25-OHC stimulated; in the data active = inhibition above about 38%;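 note: enzyme fragment complementation signal reports receptor beta-arrestin coupling in cells; 0% = agonist plus DMSO wells and 100% = wells without agonist; some results beyond the cut were filed as inactive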
Target sequence (P32249 whole entry, looked up, the tested form may be a part): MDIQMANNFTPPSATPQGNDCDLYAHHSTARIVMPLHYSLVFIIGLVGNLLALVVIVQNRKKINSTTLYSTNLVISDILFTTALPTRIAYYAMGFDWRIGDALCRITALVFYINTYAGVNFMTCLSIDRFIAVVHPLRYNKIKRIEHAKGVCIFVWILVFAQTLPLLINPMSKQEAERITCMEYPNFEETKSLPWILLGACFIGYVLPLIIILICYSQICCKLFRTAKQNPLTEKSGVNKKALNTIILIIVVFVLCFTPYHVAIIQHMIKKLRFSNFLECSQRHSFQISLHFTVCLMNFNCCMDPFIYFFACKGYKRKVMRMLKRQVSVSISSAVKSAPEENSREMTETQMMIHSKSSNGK
Gli-Sufu block: Gli-Sufu pathway antagonism | Sufu-KO-LIGHT fibroblasts, Gli luciferase reporter luminescence | inhibition, % at 5 µM | actives 0.74% (n = 340,000) | AID 588413;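 active = inhibition above about 55%, limit read from the data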;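 note: 0% = DMSO-treated cells and 100% = wells with medium but no cells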
SENP8 inh: blocks the human protease SENP8 | actives 1.2% (n = 330,000) | purified SENP8, Z-RLRGG-aminoluciferin cleavage, luminescence | Q96LD8 | inhibition, % at 10 µM
Target sequence (Q96LD8 whole entry, looked up): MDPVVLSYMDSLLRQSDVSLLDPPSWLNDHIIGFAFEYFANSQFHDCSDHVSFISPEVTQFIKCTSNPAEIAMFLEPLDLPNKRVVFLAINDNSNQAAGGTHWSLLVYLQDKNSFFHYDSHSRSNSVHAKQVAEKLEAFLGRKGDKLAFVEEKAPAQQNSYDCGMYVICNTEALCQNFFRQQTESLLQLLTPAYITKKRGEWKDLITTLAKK
697 NFkB inh: inhibitors of the PMA/ionomycin-induced NF-kB reporter in 697 B cells; inhibition, % at 4 µM; 697 B-cell NF-kB luciferase reporter, 16 h; actives 0.33% (n = 330,000); in the data active = inhibition above about 35%
Jurkat NFkB inh: lowers PMA/ionomycin-induced NF-kB signal in Jurkat cells; actives 0.53% (n = 330,000); PMA/ionomycin-induced NF-kB luciferase reporter, luminescence; inhibition, % at 4 µM
Apaf1 inhib: blocks human Apaf-1 apoptosome activity | reconstituted apoptosome caspase-3 activity, DEVD-Rh110 fluorescence | inhibition, % at 20 µM | actives 0.71% (n = 330,000) | AID 489030; active = inhibition of at least 40% at 20 µM;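 note: plate controls were DMSO wells for no effect and DEVD-CHO caspase inhibitor wells for full effect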
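Material: biochemical Apaf-1 apoptosome reconstitution. Medium: Hepes buffer, pH 7.5. Also added: cytochrome c activation, bis-DEVD rhodamine 110 substrate. Timing: 30 min compound preincubation, 50 min activation, room temperature. Measured by: rhodamine 110 fluorescence at Ex 480/Em 540 nm.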
An asterisk follows results filed as active; ? = inconclusive; / = not tested or not shown; & = joins results of further samples. Cut-off read from the data, not from the text of the source, unless noted: active = inhibition above about 50%; inactive = the rest.

SMILES | CCR6 antagonist | UBC13 inh | EBI2 antag | Gli-Sufu block | SENP8 inh | 697 NFkB inh | Jurkat NFkB inh | Apaf1 inhib
Cc1ccc(C(=O)Nc2ccc(S(=O)(=O)N3CCN(C)CC3)cc2)cc1 | 1 | 5 | -10 | 0 | -1 | 4 | -6 | -8
CON/C=C(\C=Nc1ccc(Cl)cc1Cl)c1ncc(C(F)(F)F)cc1Cl | 4 | 3 | -2 | 14 | 8 | 17 | -15 | -7
CCn1c(CC(=O)Nc2ccccc2Cl)nnc1SCC(=O)NC1CCCC1 | 8 | 0 | -6 | / | -2 | -11 | 14 | 1
O=c1[nH]nc2c3ccccc3cnn12 | 2 | 1 | -1 | 2 | -5 | 14 | 2 | -7
CC(C)(C)Nc1nc2nonc2nc1NC(C)(C)C | 5 | -1 | 9 | 6 | 5 | 4 | 6 | -10
CCc1ccc(C(=O)CSc2nnc(C)c(=O)[nH]2)cc1 | 11 | -1 | 6 | -2 | 4 | -21 | -26 | -13
COc1ccccc1C(=O)COC(=O)C(CCSC)NC(=O)COc1ccccc1 (stereo not given) | 15 | -2 | -2 | -1 | 7 | 5 | 22 | 17
CCn1c(SCC(=O)NCc2ccccc2)nnc1-c1ccccc1O | -3 | 8 | 4 | 2 | 3 | 8 | -23 | -9
COc1ccc(C)cc1NC(=O)C(Sc1nnc(Nc2cc(C)ccc2OC)s1)c1ccccc1 (stereo not given) | -6 | -8 | 14 | 10 | -2 | -3 | 16 | -3
OCCN=Cc1c(O)[nH]c2ccccc12 | -2 | -4 | 2 | -2 | -1 | 19 | -5 | 4
O=C(Nc1ccc([N+](=O)[O-])cc1)c1cc(Cl)sc1Cl | 21 | 3 | 1 | -45 | -1 | -18 | -16 | -7
COc1ccc(OCC(=O)OCC(=O)NC2CCCC2)cc1 | -2 | 0 | -1 | 7 | 3 | 3 | 2 | -4
O=C(Oc1ccc(OC(=O)c2ccncc2)cc1)c1ccncc1 | 6 | -5 | -5 | -4 | -8 | -2 | -3 | 1
CCOC(=O)c1cc(-c2ccccc2C)n(CC2CC(c3ccc(OC)cc3)=NO2)n1 (stereo not given) | 17 | -7 | 6 | 7 | -7 | -19 | -7 | 32
CN(CC(=O)Nc1ccc(Cl)c(C(F)(F)F)c1)C(=O)c1cccc2cccnc12 | -1 | 20 | -7 | 7 | -5 | 8 | -5 | 0
COc1ccc(-n2nc(C(=O)Nc3nc4ccc(OC)cc4s3)c3ccccc3c2=O)cc1 | 16 | -6 | 5 | -2 | 14 | -11 | 3 | 5
CC(C)C(C(=O)O)N1C(=O)/C(=C/C=C/c2ccco2)SC1=S (stereo not given) | 30 | ? | -8 | -4 | 8 | -1 | 18 | 46*
COCCN1C(=O)C(=O)/C(=C(/O)c2cccc(S(=O)(=O)N(C)C)c2)C12C(=O)N(C)c1ccccc12 (stereo not given) | -12 | -12 | 2 | -1 | -8 | 6 | -6 | 19
CCOc1ccc(CCNC(=O)C2CCCN(c3nnc(-n4cccc4)s3)C2)cc1OCC (stereo not given) | 6 | 0 | 6 | -2 | 1 | 22 | 0 | 3
CCn1c(SCC(=O)Nc2cccc(F)c2)nc2c(c1=O)SC(C)C2 (stereo not given) | 3 | 6 | 3 | 2 | 3 | 14 | -3 | 10
COc1ccccc1NS(=O)(=O)c1cccc(C(=O)NNC(=O)c2ccc(NC(C)=O)cc2)c1 | 9 | -12 | -1 | 15 | -7 | -1 | -3 | 18
O=C(Nc1ccccc1Cl)C1CCCN(S(=O)(=O)c2cccc3cccnc23)C1 (stereo not given) | -2 | -4 | -4 | 76* | 7 | 12 | 4 | 8
CC(C)(C)c1ccc(NS(=O)(=O)c2ccc(N)cc2)cc1 | 0 | 7 | -12 | -16 | -3 | -7 | 12 | 11
O=C(CNC(=O)c1ccccc1)NCCCSc1ccccc1 | 3 | -13 | -1 | 4 | -14 | 15 | 3 | 2
CC(O)c1cccc(NC(=O)Nc2cccc(NC(=O)Nc3cccc(C(C)O)c3)c2)c1 (stereo not given) | -3 | 5 | -2 | -2 | 12 | 22 | 9 | 1
CC1CC(=O)C(C2c3ccccc3CCN2C(=O)CCl)C(=O)C1 (stereo not given) | 5 | 5 | -9 | -3 | 2 | 20 | -2 | -14
Cc1cccnc1NC(=O)CNC(=O)C1CCCCC1 | 1 | 15 | -11 | 0 | 5 | 13 | -3 | 4
CC(=O)c1c(C)[nH]c(C(=O)COC(=O)c2ccc(Cl)nc2)c1C | -1 | -6 | 4 | -2 | -8 | 12 | 4 | -4
O=C(Oc1cccc(NC2=NS(=O)(=O)c3ccccc32)c1)c1ccncc1 | 5 | 18 | 2 | 4 | -8 | 0 | 3 | -3
O=C(CCC(=O)OCC(=O)c1ccc([N+](=O)[O-])cc1)NC1CCCCC1 | -4 | -12 | -9 | 31 | -12 | 14 | 9 | 1
CCOc1ccc(Nc2nnc(SCc3nc4ccccc4c(=O)[nH]3)s2)cc1 | -11 | -7 | 0 | 8 | 7 | -14 | -7 | -11
O=C(O)CCCCCCNC(=O)c1cncc(O)c1 | 3 | 0 | -7 | 1 | -7 | -6 | 1 | 0
O=C(c1ccc(Cn2cnnn2)cc1)N1CCCC(Nc2ccc(F)c(F)c2)C1 (stereo not given) | -5 | 7 | -15 | 3 | 2 | 14 | 15 | -6
Cc1csc(=O)n1CCC(=O)OCC(=O)Nc1ccc(C(N)=O)cc1 | -1 | -4 | -6 | -13 | 8 | 8 | 16 | -9
COc1ccc2oc(C(=O)Nc3nc(-c4ccccn4)cs3)c(C)c2c1 | 11 | -14 | -3 | -13 | 9 | -11 | -14 | 27
COc1cc(/C=N/n2c(COc3ccccc3)n[nH]c2=S)cc(OC)c1OC(C)=O | 16 | -7 | -4 | 5 | 18 | 9 | -25 | 12
CCOC(=O)C1=C(C)Nc2ccccc2N=C1N | 6 | 14 | 4 | -2 | 4 | 12 | 13 | -6
CN(Cc1cccs1)C(=O)CCc1ccc(S(=O)(=O)N2CCOCC2)cc1 | 9 | 4 | 4 | 2 | 3 | -2 | 0 | -1
Cc1ccc(S(C)(=O)=N/C=C2\C(=O)c3sccc3N(C)S2(=O)=O)cc1 (stereo not given) | 10 | 24 | -9 | 8 | -8 | 6 | 8 | -14
Cc1onc(-c2ccccc2Cl)c1-c1nc(-c2ccccn2)no1 | 7 | -3 | 5 | -13 | 1 | 14 | 1 | 11
Cc1ccnc(NC(=O)C2CC(=O)N(c3ccc4c(c3)OCCO4)C2)c1 (stereo not given) | -3 | 6 | 6 | -5 | 11 | -183 | -146 | 2
CCCCn1ccc(O)c(Cc2ccc(F)cc2)c1=O | 6 | -2 | 3 | 3 | 8 | 10 | -7 | -2
COc1ccccc1C1CCN(C(=O)c2cnn(-c3ccccc3)c2C)CC1 | 6 | 4 | 54* | 7 | 2 | 0 | 14 | -1
Cc1ccc(NC(=S)N2CCC(C(N)=O)(N3CCCCC3)CC2)c(C)c1 | 0 | 19 | 6 | 0 | -2 | 14 | 12 | -12
CC(=O)Nc1c(-c2ccccc2)nc2cc(C)ccn12 | 4 | 7 | 0 | -7 | 1 | 7 | -10 | 2
CCCC[C@@H]1CNCCN1CCc1cc(C(F)(F)F)cc(C(F)(F)F)c1 | 12 | 55* | -6 | -9 | -13 | 8 | 9 | 19
O=C(Nc1ncc(Cc2ccccc2)s1)C1=NCCN1 | 3 | 9 | -2 | / | -6 | -36 | 4 | -30
CCC(C)C(NC(=O)c1ccc(Cl)cc1)C(=O)Nc1cccnc1 (stereo not given) | 4 | -4 | -2 | -6 | -8 | 18 | 13 | 9
NC(=O)c1nsc(C(=O)N(c2cccc(O)c2)C(C(=O)NC2CCCC2)c2ccc(Cl)cc2)c1N (stereo not given) | -10 | 9 | 22 | -18 | 0 | 2 | -11 | -5
COc1cccc(C(=O)Nc2nc(-c3ccccc3)c(-c3ccccc3)o2)c1 | 46 | 3 | -9 | -3 | 1 | -7 | 10 | -7
CC(C)CC1(C)NC(=O)N(CC(=O)Nc2cccc(S(=O)(=O)N(C)c3ccccc3)c2)C1=O (stereo not given) | 5 | 4 | -18 | -4 | -1 | 24 | -15 | 6
CCOC(=O)C1CCCN(C(=O)c2ccc(Cl)c(S(=O)(=O)N3CCCCCC3)c2)C1 (stereo not given) | 15 | -13 | 5 | 10 | -6 | -28 | 10 | 8
Cc1cccc(C)c1OCCOCCN1CCN(C)CC1 | 0&3 | 7 | -11&-4 | 4&6 | 7 | -13 | -4 | 1
CC1CCN(C2=NC(=O)/C(=C/c3cn[nH]c3-c3ccccc3)S2)CC1 | 25 | 27 | -6 | 3 | -6 | -5 | -3 | 4
CN(CC(=O)Nc1ccc(Cl)cc1)C(=O)CCC1CCCC1 | 5 | 1 | 0 | -8 | 3 | 6 | -7 | 10
COc1cc(/C=N/Nc2nc(N3CCCC3)nc(N3CCCC3)n2)ccc1O | -11 | -5 | -1 | -1 | 1 | 10 | -14 | -12
Cc1nn(CC(=O)Nc2ccc(Cl)c(S(=O)(=O)N(C)C)c2)c(C)c1[N+](=O)[O-] | 12 | -5 | 2 | -2 | -9 | -3 | 0 | 2
CCCN=C1N(C)C[C@@H]2[C@@H]3C(=O)N(Cc4ccccc4)C(=O)[C@@H]3[C@](Cc3ccccc3)(C(=O)OC)N12 | 12 | / | -12 | 27 | / | 6 | / | 11
CCc1c(C)nc2nc(SCc3ccccc3)[nH]n2c1=O | 2 | -6 | -8 | 22 | 3 | 16 | 5 | 1
Cc1occc1C(=O)N/N=C/c1ccc[nH]1 | 4 | -2 | -3 | -1 | 13 | -1 | -1 | -10

Part of the list above, set out differently.
Every second line gives: CCR6 antagonist, UBC13 inh, EBI2 antag, Gli-Sufu block, SENP8 inh, 697 NFkB inh, Jurkat NFkB inh, Apaf1 inhib
> NC(=O)c1nsc(C(=O)N(c2cccc(O)c2)C(C(=O)NC2CCCC2)c2ccc(Cl)cc2)c1N (stereo not given)
    -10, 9, 22, -18, 0, 2, -11, -5
> Cc1ccc(NC(=S)N2CCC(C(N)=O)(N3CCCCC3)CC2)c(C)c1
    0, 19, 6, 0, -2, 14, 12, -12
> Cc1nn(CC(=O)Nc2ccc(Cl)c(S(=O)(=O)N(C)C)c2)c(C)c1[N+](=O)[O-]
    12, -5, 2, -2, -9, -3, 0, 2

4 consecutive compounds already listed:
SMILES | CCR6 antagonist | UBC13 inh | EBI2 antag | Gli-Sufu block | SENP8 inh | 697 NFkB inh | Jurkat NFkB inh | Apaf1 inhib
Cc1nn(CC(=O)Nc2ccc(Cl)c(S(=O)(=O)N(C)C)c2)c(C)c1[N+](=O)[O-] | 12 | -5 | 2 | -2 | -9 | -3 | 0 | 2
CCCN=C1N(C)C[C@@H]2[C@@H]3C(=O)N(Cc4ccccc4)C(=O)[C@@H]3[C@](Cc3ccccc3)(C(=O)OC)N12 | 12 | / | -12 | 27 | / | 6 | / | 11
CCc1c(C)nc2nc(SCc3ccccc3)[nH]n2c1=O | 2 | -6 | -8 | 22 | 3 | 16 | 5 | 1
Cc1occc1C(=O)N/N=C/c1ccc[nH]1 | 4 | -2 | -3 | -1 | 13 | -1 | -1 | -10

The listing continues.
SMILES | CCR6 antagonist | UBC13 inh | EBI2 antag | Gli-Sufu block | SENP8 inh | 697 NFkB inh | Jurkat NFkB inh | Apaf1 inhib
COc1ccc(N2C(=O)c3ccccc3NC2c2ccccc2O)cc1 (stereo not given) | 10 | 16 | 6 | -79 | 2 | -88 | -73 | 6
CC(C)C(NC(=O)c1ccccc1F)C(=O)NCc1ccccc1 (stereo not given) | 16 | 3 | -7 | -18 | 9 | 5 | 4 | 2
CCC(Sc1nc(N)c(NC(=O)c2ccco2)c(=O)[nH]1)C(=O)O (stereo not given) | 3 | 0 | -9 | -5 | -2 | 22 | 0 | 4
COc1ccc(C(C)(C)C)cc1NC(=O)CCN1C(=O)NC(C)(C)C1=O | -5 | 4 | 1 | 0 | 3 | 3 | 0 | 0
O=C(Nc1nccs1)c1ccc(-c2ccc(F)cc2)o1 | 8 | 17 | 5 | -89 | -17 | -120 | -101 | -5
COc1ccc(NC(=O)c2ccc(CN3CCN(c4ccccc4)CC3)cc2)cc1OC | -10 | -4 | 1 | 6 | -5 | -89 | -11 | 12
CCOC(=O)c1cnc(-c2ccccc2)nc1Oc1ccc(Cl)cc1 | 11 | -2 | 9 | 4 | -5 | -17 | 13 | 10

The list is partial; the hit share may differ from the screen's.
